Compound activity from PubChem.
MC4R barr agon = MC4R agonists recruiting beta-arrestin, primary screen, cell-based, luminescence, agonist arm of biased-ligand search. activation, % at 8.9 µM. Melanocortin receptor 4 (Homo sapiens), P32245. AID 540308, 2011. U2OS MC4R beta-arrestin complementation; percent of melanotan II response, DMSO zero. 360,000 tested, 0.98% active;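 active means activation above a per-plate cutoff, the mean activation of sample wells on that plate plus 3 SD, cut at about 8% in these data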
ABHD5-PLIN5 inh = ABHD5-PLIN5 interaction inhibitors, primary screen, cell lysate, split luciferase complementation, luminescence; Perilipin-5 (Homo sapiens) + 1-acylglycerol-3-phosphate O-acyltransferase ABHD5 (Homo …; inhibition, % at 4 µM; AID 602281, 2012; 360,000 tested, 0.78% active; Split G. princeps luciferase complementation, 4 h;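 active means inhibition above the mean inhibition across every tested compound plus 3 SD, cut at about 22% in these data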;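 further: 0% = DMSO only wells and the 100% control is not disclosed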
Target sequence (Q00G26 whole entry, looked up): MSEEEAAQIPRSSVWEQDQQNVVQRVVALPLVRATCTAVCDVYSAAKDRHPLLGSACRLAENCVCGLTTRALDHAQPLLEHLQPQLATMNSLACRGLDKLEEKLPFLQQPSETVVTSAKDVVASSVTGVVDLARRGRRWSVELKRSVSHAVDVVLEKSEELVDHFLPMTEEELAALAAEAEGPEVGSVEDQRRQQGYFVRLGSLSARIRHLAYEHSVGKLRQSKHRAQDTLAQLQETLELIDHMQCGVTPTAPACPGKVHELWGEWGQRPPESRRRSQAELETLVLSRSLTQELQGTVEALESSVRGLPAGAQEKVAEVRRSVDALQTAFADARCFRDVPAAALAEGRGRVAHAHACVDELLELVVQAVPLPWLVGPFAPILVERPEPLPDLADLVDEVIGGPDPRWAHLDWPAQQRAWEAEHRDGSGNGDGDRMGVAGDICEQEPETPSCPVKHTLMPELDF
Target sequence (Q8WTS1 whole entry, looked up): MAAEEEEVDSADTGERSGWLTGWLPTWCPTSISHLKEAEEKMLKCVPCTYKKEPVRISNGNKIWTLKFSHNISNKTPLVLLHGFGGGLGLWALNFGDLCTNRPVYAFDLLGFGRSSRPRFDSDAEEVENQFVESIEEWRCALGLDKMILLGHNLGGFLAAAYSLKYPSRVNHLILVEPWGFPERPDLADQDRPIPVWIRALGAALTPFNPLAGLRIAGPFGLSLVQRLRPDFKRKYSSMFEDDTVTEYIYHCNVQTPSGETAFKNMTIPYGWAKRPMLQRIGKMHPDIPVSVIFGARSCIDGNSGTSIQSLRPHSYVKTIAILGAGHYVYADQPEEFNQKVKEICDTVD
SRC2 inh = inhibition of GAL4-SRC2 driven luciferase reporter, primary screen, SRC2 inhibitor project, cell-based, luminescence; 370,000 tested, 0.17% active; inhibition, % at 9 µM; Nuclear receptor coactivator 2 (Homo sapiens), Q15596; HEK293 GAL4-SRC2 luciferase reporter;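 active means inhibition above the mean inhibition of all tested compounds plus 3 SD, set per campaign, cut at about 52% in these data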;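 further: 0% = DMSO treated cells and 100% = cells given Gossypol at 36 µM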
LMP1 NFkB inh = EBV LMP1-driven NF-kappaB luciferase reporter inhibitors, primary screen, cell-based, luminescence, single point; LMP1-induced NF-kappaB luciferase reporter cells; inhibition, % at 12.5 µM; 350,000 tested, 0.69% active; AID 504558, 2011; in the data active means inhibition above about 41%;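 further: 0% = neutral control wells and 100% = reference inhibitor control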
SRC1 inh = SRC1 coactivator transcriptional activity inhibitors, primary screen, cell-based, luminescence | inhibition, % at 3.6 µM | AID 588354, 2011 | HEK293 GAL4-SRC1 luciferase reporter | 360,000 tested, 0.12% active | Nuclear receptor coactivator 1 (Homo sapiens), Q15788;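 active means inhibition above the campaign mean plus 3 SD, with each screening campaign given its own cutoff, cut at about 60% in these data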;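 further: 0% = DMSO treated cells and 100% = gossypol at 36 µM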
NR2F2 inh = NR2F2 transcriptional activity inhibitors, primary screen, cell-based, luciferase reporter, HEK293T, luminescence | COUP transcription factor 2 (Homo sapiens), P24468 | HEK293T NGFI-A luciferase reporter | inhibition, % at 8.6 µM | 370,000 tested, 0.7% active | AID 686940, 2013;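 active means inhibition above a per-plate cutoff, mean inhibition of test wells between control levels plus 3 SD, cut at about 38% in these data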;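 further: cells cotransfected with COUP-TFII expression vector driving the NGFI-A reporter; 0% = median of COUP-TF2 test wells and 100% = reporter-only cells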
NOD2-RIPK2 inh = NOD2-RIPK2 binding disruptors in cells, primary screen, fluorescence, CHO cells, BLA complementation; Receptor-interacting serine/threonine-protein kinase 2 (Homo sapiens), O43353; CCF4 ratio; inhibition, % at 4.98 µM; 360,000 tested, 0.38% active; in the data active means inhibition above about 21%;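 further: 0% = vehicle only and 100% = reference blocker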
TLR9-MyD88 block = inhibitors of TLR9-MyD88 association in cells, primary screen, cell-based, CHO, BLA complementation, fluorescence; Toll-like receptor 9 (Homo sapiens) + Myeloid differentiation primary response protein …; CCF4 FRET ratio; inhibition, % at 4.98 µM; 340,000 tested, 0.21% active; AID 504734, 2011;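 active means inhibition above the mean over all tested compounds plus 3 SD, cut at about 21% in these data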;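 further: 0% = DMSO only wells and 100% = clavulanate BLA inhibitor control wells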
MC4R antag cAMP = MC4R antagonists of cAMP signaling, primary screen, cell-based, TR-FRET, antagonist arm of biased-ligand search; MC4R-expressing cells, MTII-stimulated cAMP, LANCE TR-FRET; Melanocortin receptor 4 (Homo sapiens), P32245; inhibition, % at 6.5 µM; 360,000 tested, 0.48% active;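 active means inhibition above its plate's cutoff, the mean of tested wells on that plate plus 3 SD, cut at about 29% in these data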;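 further: 0% = Melanotan II alone and 100% = Melanotan II plus saturating MCL0020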
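system = U2OS cells with stable human MC4R expression | also added = Melanotan II challenge after compound preincubation | dosing = one concentration, 6.5 µM nominal | incubation = compound 30 min, challenge 1 h, detection 1 h | measured by = TR-FRET with Eu-cAMP and labeled anti-cAMP, 671 nm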
LRH-1 inv ag = LRH-1 (NR5A2) inverse agonists, primary screen, cell-based, luminescence, HEK293T, StAR-luciferase reporter; LRH-1 transfected, 24 h; 360,000 tested, 0.13% active; Nuclear receptor subfamily 5 group A member 2 (Homo sapiens), O00482; inhibition, % at 3.6 µM; AID 602396, 2012;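 active means inhibition above the mean inhibition of all tested compounds plus 3 SD, cut at about 73% in these data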;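 further: 0% = DMSO wells and 100% = reporter-only cells lacking LRH-1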
SRC3 inh = SRC3 coactivator transcriptional activity inhibitors, primary screen, cell-based, luminescence; Nuclear receptor coactivator 3 (Homo sapiens), Q9Y6Q9; HEK293 GAL4-SRC3 luciferase reporter; inhibition, % at 3.6 µM; 360,000 tested, 0.17% active; AID 588352, 2011;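 active means inhibition above a per-campaign cutoff, the mean of all compounds plus 3 SD, cut at about 60% in these data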;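 further: 0% = DMSO-treated cells and 100% = gossypol-treated cells at 36 µM; higher means less SRC3-driven luciferase light from the GAL4 reporter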
* marks the source's active call; other numbers are inactive results; / = no result given. These rows are one share of the data; count on the stated rates, not on these rows.

nr	smiles	MC4R barr agon	ABHD5-PLIN5 inh	SRC2 inh	LMP1 NFkB inh	SRC1 inh	NR2F2 inh	NOD2-RIPK2 inh	TLR9-MyD88 block	MC4R antag cAMP	LRH-1 inv ag	SRC3 inh
1	O=C1/C(=C/c2ccccc2)CCC1C1CCCC1 (stereo not given)	3.9	-5	-16	-7	1	17	-2	-7	-2	-14	2
2	Cc1ccc(Cn2nnnc2CN2CCC(c3nc4ccc(Cl)cc4[nH]3)CC2)cc1	0.8	6	-6	6	23	3	9	3	-2	4	31
3	C[C@@H]1CCCCO[C@@H](CN(C)C(=O)C2CCCCC2)[C@@H](C)CN([C@H](C)CO)C(=O)c2cc(NC(=O)NC3CCCCC3)ccc2O1	2.6	-1	9	-8	-15	12	-1	0	1	4	7
4	Oc1cc(O)cc(-c2cc3ccc(O)cc3o2)c1	-0.8	3	-8	-1	-46	-7	2	3	0	-45	-28
5	CCCn1nnc(NC(=O)c2cccc(OCc3ccccc3)c2)n1	-1.2	-2	-3	-15	-9	-10	-14	-1	5	-24	-21
6	CC(C)(C)C(=O)CNS(=O)(=O)c1ccc(S(=O)(=O)NC2CC2)cc1	-1.6	1	6	4	2	-13	9	6	17	-10	0
7	COc1ccc(-c2nc3n(c(=O)c2C#N)CCS3)c(OC)c1	-0.1	-10	-20	36	5	-1	6	-9	31*	-1	7
8	O=C(O)C1CCCCC1C(=O)Nc1cccc2ccccc12 (stereo not given)	-3.2	-4	22	-1	5	9	-1	4	-3	-4	-12
9	Cc1cc(N/N=C/c2ccc(F)cc2)nc(-n2nc(C)cc2C)n1	-1.2	-2	16	/	-27	3	-5	/	-6	13	15
10	O=C(Nc1ccc(-c2n[nH]c(=S)o2)cc1)c1ccccc1Br	0.2	-8	-18	-2	-69	9	-14	1	8	-9	-12
11	O=C(NCc1ccco1)C1CCN(S(=O)(=O)Cc2ccccc2)CC1	-1.2	8	-9	3	4	5	-3	-4	-4	-4	-3
12	CNC(=O)c1ccccc1-c1ccccc1	-1.0	1	-5	4	-23	15	-8	4	0	8	-1
13	CCOc1ccccc1NC(=O)Nn1cnnc1	-1.1	1	-3	7	-8	-10	-4	-3	3	1	8
14	COc1ccc2sc(-c3ccccc3OC)c(C#CC(C)(C)O)c2c1	0.4	-12	1	-18	-11	4	-2	4	4	24	5
15	Cc1cc(C)n(-c2nnc(C)n2/N=C/c2ccccc2OCc2ccccc2Cl)n1	-1.0	-4	-12	1	-8	12	-1	-3	-4	-5	-2
16	O=C(NCc1ccncc1)c1ccc(Cl)c(S(=O)(=O)N2CCOCC2)c1	-1.4	-6	-29	-15	1	2	-3	-8	0	7	12
17	COc1ccc([C@@H]2[C@@H]3C(=O)N(C(C)(C)C)C(=O)[C@@H]3[C@]3(Cc4ccc(Cl)cc4)C(=O)N(c4ccc(OC)cc4)C(=O)N23)cc1	0.3	-13	-2	4	-10	-2	15	8	18	1	-21
18	Cc1ccc(CNC(=O)C(C)OC(=O)c2cccs2)cc1 (stereo not given)	0.7	0	-28	1	0	7	-1	-2	8	11	-1
19	CN(C)C(=O)OCC1COc2ccccc2O1 (stereo not given)	-1.5	-3	-2	-7	1	-21	9	-3	0	2	-24
20	CCOc1ncccc1C(=O)NNC(=O)c1cccc(S(=O)(=O)N2CCOCC2)c1	0.7	-11	-7	-4	-2	8	7	-7	0	-4	-22
21	COc1ccc(-n2c(=O)c3ccccc3n(CC(=O)NC3CCCCC3)c2=O)cc1OC	-1.2	3	17	-1	3	15	4	8	-2	13	15
22	COC(=O)[C@@H]1C[C@H]2CC[C@H](O)C[C@H]2N1Cc1ccc(-c2ccccc2)cc1	-1.5	-9	-21	4	-4	17	7	-4	0	5	-13
23	Cc1ccc(C)c(N(CC(=O)NC2CCCCC2)C(=O)c2csnn2)c1	-0.8	5	-28	-7	16	-7	-16	-6	13	-13	6
24	Cn1c2ccccc2c(=O)c2cc(C#Cc3ccccn3)ccc21	0.5	4	-56	-6	-71	-24	5	5	0	-48	-87
25	CS(=O)(=O)N1CCN(C(=O)c2cc(-c3ccncc3)nc3ccc(Cl)cc23)CC1	-0.5	-2	-28	0	-14	-14	1	-5	6	3	-20
26	CC(C)CN(C(=O)CN1CCN(S(=O)(=O)c2ccccc2)CC1)c1c(N)n(CC(C)C)c(=O)[nH]c1=O	3.2	1	6	-11	7	-29	-2	-13	14	-5	11
27	CC(C)c1onc(C(=O)N2CCCCC2C)c1[N+](=O)[O-] (stereo not given)	-2.1	-5	-2	-5	-14	13	-2	3	3	11	19
28	NC(=O)c1ccccc1Br	-0.7	1	-5	-2	-5	5	-5	3	5	5	7
29	O=C(Nc1cc(S(=O)(=O)Nc2ccc(Cl)cc2)ccc1N1CCCCC1)c1ccc(F)cc1Cl	-0.6	-15	-3	13	0	7	-12	0	1	5	0
30	CC(C)c1nc(SCC(=O)N2CCCc3ccccc32)c2c(=O)n(C)c(=O)n(C)c2n1	2.8	-9	1	2	3	4	-1	-13	12	0	6
31	CCCn1nnnc1NC(=O)c1cc(Br)ccc1OC	2.8	0	-16	5	2	6	0	2	-5	9	14
32	CC(=O)C(Cc1ccccc1)NC(=O)CN1CCc2ccccc2C1 (stereo not given)	0.9	9	10	-8	4	8	-1	5	0	-12	-4
33	CC(C)COC(=O)N(C)C[C@@H]1OCc2cn(nn2)CCCC(=O)N([C@@H](C)CO)C[C@H]1C	-1.6	4	3	3	-9	4	0	0	-1	23	-11
34	CC(/C=N/NC(=O)c1ccc(Cn2cc([N+](=O)[O-])cn2)o1)=C\c1ccccc1	-2.9	8	-31	7	-32	-28	-7	5	-5	-16	-32
35	Cn1cccc1/C=N/NC(=O)Cc1cccs1	-0.5	2	-18	/	-7	11	-5	/	-2	-6	-9
36	COc1nc(NCc2ccco2)nc(NC2CCCCC2)n1	-1.2	-5	-17	-14	-39	-17	-9	2	-8	-35	-48
37	CCN(CC)C(=O)Oc1ccc(Br)cc1C(=O)Nc1ccc(F)cc1F	1.6	-10	2	5	-1	-8	-6	-1	13	-3	19
38	CCCc1cc2c(=O)c(-c3ccc4c(c3)OCCO4)c(C)oc2cc1OS(C)(=O)=O	-2.4	-2	21	-7	4	34	-2	-2	10	18	2
39	Cc1cc(C)nc(N2CCCC(C(=O)Nc3cccc(Cl)c3)C2)n1 (stereo not given)	8.4*	-3	7	0	18	6	6	1	20	1	3
40	COc1ccc(C(C)=O)c2c(O)cccc12	1.0	2	-8	-2	5	-5	-8	3	0	2	12
41	NC(=O)c1ccc(NC(=O)COC(=O)c2ccc(Br)o2)cc1	-1.7	-2	-19	0	3	-4	-5	-9	-1	19	1
42	Clc1cc2nc3ccccn3c2cc1Cl	-2.0	9	-50	-8	-41	-6	2	-9	8	-66	-65
43	CN(C)S(=O)(=O)Oc1ccsc1C(=O)Nc1ccc(Cl)cc1	-0.7	1	5	3	-3	-8	7	-8	5	11	6
44	C=CC[C@H](CC(=O)N(CCO)Cc1ccccc1)C(=O)NC[C@H](OC(=O)[C@@H](CC=C)Cc1ccc(F)cc1)c1ccccc1	-1.6	2	0	4	-20	6	3	5	27	-4	20
45	O=C(CSc1cn(Cc2cccc(F)c2)c2ccccc12)NCc1ccc(F)cc1	4.5	-1	19	-14	-7	2	-8	5	-6	10	22
46	Cc1cccc(C(=O)NCCN(C)C)c1	-0.4	-2	0	4	6	-4	2	0	9	4	0
47	Cc1[nH]c2ccc(F)cc2c(=O)c1SC(F)(F)C(F)C(F)(F)F (stereo not given)	-1.9	-2	-16	6	-22	13	-2	-3	11	-3	-11
48	Cc1ccc(S(=O)(=O)N(Cc2ccccc2)c2ccccc2C(=O)NCc2ccco2)cc1	-1.6	9	6	5	5	32	6	0	9	-19	2
49	CC(C(=O)OCC(=O)c1c(N)n(C)c(=O)n(C)c1=O)N1C(=O)c2ccccc2C1=O (stereo not given)	-0.7	0	-8	-16	5	-1	-14	-3	3	9	7

4 compounds already listed, sorted by SMILES length, rising.
nr	smiles	MC4R barr agon	ABHD5-PLIN5 inh	SRC2 inh	LMP1 NFkB inh	SRC1 inh	NR2F2 inh	NOD2-RIPK2 inh	TLR9-MyD88 block	MC4R antag cAMP	LRH-1 inv ag	SRC3 inh
35	Cn1cccc1/C=N/NC(=O)Cc1cccs1	-0.5	2	-18	/	-7	11	-5	/	-2	-6	-9
31	CCCn1nnnc1NC(=O)c1cc(Br)ccc1OC	2.8	0	-16	5	2	6	0	2	-5	9	14
37	CCN(CC)C(=O)Oc1ccc(Br)cc1C(=O)Nc1ccc(F)cc1F	1.6	-10	2	5	-1	-8	-6	-1	13	-3	19
48	Cc1ccc(S(=O)(=O)N(Cc2ccccc2)c2ccccc2C(=O)NCc2ccco2)cc1	-1.6	9	6	5	5	32	6	0	9	-19	2

Compound profiles (already shown).
Shown for COc1ccc(-c2nc3n(c(=O)c2C#N)CCS3)c(OC)c1 = MC4R barr agon: -0.1; ABHD5-PLIN5 inh: -10; SRC2 inh: -20; LMP1 NFkB inh: 36; SRC1 inh: 5; NR2F2 inh: -1; NOD2-RIPK2 inh: 6; TLR9-MyD88 block: -9; MC4R antag cAMP: 31*; LRH-1 inv ag: -1; SRC3 inh: 7
Shown for CC(/C=N/NC(=O)c1ccc(Cn2cc([N+](=O)[O-])cn2)o1)=C\c1ccccc1 = MC4R barr agon: -2.9; ABHD5-PLIN5 inh: 8; SRC2 inh: -31; LMP1 NFkB inh: 7; SRC1 inh: -32; NR2F2 inh: -28; NOD2-RIPK2 inh: -7; TLR9-MyD88 block: 5; MC4R antag cAMP: -5; LRH-1 inv ag: -16; SRC3 inh: -32
